Compound activity deposited in PubChem by National Center for Advancing Translational Sciences (NCATS).
A549 viability = Nrf2 qHTS screen for inhibitors: counterscreen for cytotoxicity. AID 504648, 2011. A549 ARE-Fluc cells, CellTiter-Fluor viability, 18-24 h. hit rate 0.16% among 390,000. Potency, µM (highest dose often 46 µM), for the others: at the highest dose activity change, negative = cytotoxicity, usual class: inhibitors; further: potency means the concentration at half of the fitted maximal effect; on the % scale 0 is the no-effect control and ±100 the full control effect
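Cytotoxicity counterscreen: CellTiter-Fluor fluorescence was measured in A549 ARE_Fluc cells after 18-24 h of compound exposure in a concentration series. The subsequent BugLite luminescent read reports ARE-luciferase activity.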
Akt phos inh = HTS Assay for Inhibitors of Akt Phophorylation: Primary Screen | hit rate 0.32% among 360,000 | activity change, % for hits at 50 µM | Neuro2A IGF-stimulated pAkt S473 HTRF, 20 min; active compounds read low; in the data active means activity change below about -80%; inconclusive means mostly about -51% to -80%; further: on the % scale 0 is the no-effect control and ±100 the full control effect
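Neuro2A cells in DMEM with 0.5% FBS, overnight at 37 deg C, given compound at single 50 µM final, then IGF (6 nM final) for 20 min at 37 deg C. Lysed; phospho-Akt Ser473 by HTRF after 24 h, 665/615 ratio.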
HepG2 tox = qHTS for Inhibitors of TGF-b: Cytotox Counterscreen. HepG2 CAGA-GFP viability, ATP luminescence, 18 h. Potency, µM (titrated, usually from 46.1 µM), for inactives: at the top dose activity change, negative = cytotoxicity, hits mostly cytotoxic. hit rate 0.76% among 410,000. AID 588856, 2011; further: potency means the concentration at half of the fitted maximal effect; some results filed as inactive show a strong effect at the top dose
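HepG2 CAGA-GFP cells (1000/well, DMEM with 1% FBS) received compound, then TGF-beta at 500 pg/mL final, and were incubated 18 hours at 37 degrees C. Viability was read by CellTiter-Glo luminescence. Media-only wells were set as complete cell-killing and DMSO as no toxicity.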
MmCpn inh = Inhibitors of TCP-1 ring complex (TRiC) of Methanococcus maripaludis (MmCpn): qHTS; purified Mm-Cpn ATPase, ADP Transcreener TR-FRET; Chaperonin Mm-Cpn (Methanococcus maripaludis); hit rate 0.031% among 330,000; Potency, µM (series often up to 76.9 µM), without a hit: at the highest dose activity, negative = inhibition, most hits filed as inhibitors; further: potency means the concentration at half of the fitted maximal effect; on the % scale 0 is the no-effect control and ±100 the full control effect; nearly all actives have a fitted effect of over 80% in size
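Purified archaeal chaperonin (25 nM final) was preincubated with compound for 10 min at 37°C, then ATP (10 uM final) was added for 30 min at 37°C in Tris pH 7.4/KCl/MgCl2/DTT buffer. ADP was quantified by HTRF Transcreener TR-FRET.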
CCT modulator = High-Throughput Screening for Modulators of Cytosolic Chaperonin Activity; hit rate 0.3% among 360,000; purified chaperonin ATPase assay, HTRF ADP detection, 30 min; activity change, % (test concentration not listed), hits read low; AID 651819, 2012; in the data active means activity change below about -30%; further: on the % scale 0 is the no-effect control and ±100 the full control effect
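First, chaperonin was dispensed at 40 nM or 20 nM final depending on batch activity. Next, compounds were pinned at 76 uM and ATP added at 10 uM. After 30 min at 37 °C, ADP detection reagents ran 30 min at ambient temperature.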
Nrf2 ARE act = qHTS of Nrf2 Activators | AREc32 ARE-luciferase reporter (MCF7-derived line), luminescence, 24 h | Potency, µM (top dose mostly 46.1 µM), without a hit: at the highest dose activation, actives largely listed as activators | hit rate 0.31% among 410,000 | AID 624171, 2012; further: potency means the concentration at half of the fitted maximal effect; % of control where 0% means no effect; nearly all actives have a fitted effect of over 65% in size
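Cells of the AREc32 ARE-luciferase line are plated in OPTI-MEM containing 5% FBS and left overnight at 37 deg C. Compounds are pinned in, incubation continues 24 hr, and firefly luciferase signal is then measured.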
TGFb SMAD3 inh = qHTS for Inhibitors of TGF-b | HepG2 CAGA-GFP TGF-b/SMAD3 reporter, GFP fluorescence, 18 h; TGF-beta stimulated, 500 pg/mL final | Potency, µM (top dose mostly 46.1 µM), for the others: top-dose activity, negative = inhibition, actives largely listed as inhibitors | hit rate 1.2% among 410,000 | AID 588855, 2011; further: potency means the concentration at half of the fitted maximal effect; on the % scale 0 is the no-effect control and ±100 the full control effect; nearly all actives have a fitted effect of over 65% in size
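Inhibition of TGF-beta-driven CAGA-GFP reporter expression in HEPG2 cells is measured by cellular GFP fluorescence after 18 h stimulation with 500 pg/mL recombinant TGF-beta in 1% FBS medium at 37 degrees C.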
Abeta yeast res = qHTS for compounds that reverse cellular toxicity of Amyloid beta (A-beta) peptide in yeast: Primary Screen; yeast expressing A-beta42, growth rescue, OD600, 48 h; response scale: 0% DMSO, 100% iron-clioquinol control; Potency, µM (titrated, usually from 46.1 µM), for inactives: top-dose growth rescue, actives largely listed as activators; hit rate 0.063% among 410,000; AID 1347071, 2019; further: potency means the concentration at half of the fitted maximal effect; nearly all actives have a fitted effect of over 55% in size
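Growth rescue measured by 600 nm absorbance after 48 h yeast culture at 30 C with compound. Values normalized between DMSO and an equimolar ferric chloride plus clioquinol control.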
Nrf2 inh = Nrf2 qHTS screen for inhibitors. A549 ARE-Fluc reporter, luciferase luminescence, 18-24 h. Potency, µM (titrated, usually from 46 µM), for the others: at the top dose activity change, negative = inhibition, most hits filed as inhibitors. hit rate 2.1% among 360,000; further: potency means the concentration at half of the fitted maximal effect; on the % scale 0 is the no-effect control and ±100 the full control effect; nearly all actives have a fitted effect of over 60% in size
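A549 ARE_Fluc cells (5000/well, 5% FBS OPTI-MEM) pre-incubated 2 h, then treated with compounds 18-24 h at 37C/5% CO2 in concentration-response. CellTiter-Fluor viability read first; BugLite luciferase luminescence after 15 min at room temperature gives Nrf2 activity.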
* hit, by the source's call; i = inactive; ? = inconclusive; nt = no result given; & = joins results of further samples; [ ] = another dose, or the depositor's remark. Unless noted, the call rests on the fitted dose curve; in most records, active means well fitted curve in the direction sought with a large enough effect; inconclusive means small, poorly fitted or top-dose-only effect, or another doubt; inactive means no such curve, though single readings can be large; an effect the other way counts as inactive or inconclusive. Random draw from the library; 4.3% or so of the library scored in one or more.

1) Cc1cccc(NC(=S)N(CCN(C)C)Cc2cc3cc(C)cc(C)c3[nH]c2=O)c1
2) CN(CC1CCCN(CCc2ccc(Cl)cc2)C1)C(=O)c1ccco1 (stereo not given)
3) CCOc1ccc(-n2c(SCc3ccc([N+](=O)[O-])cc3)nnc2-c2ccccc2)cc1
4) CN(C1CCCCC1)S(=O)(=O)c1ccc2c(c1)c(=O)c(C(=O)NCCN1CCCC1)cn2C
5) Cc1c(C(=O)N2CCc3ccccc3C2)oc2ccccc12
6) CC(=O)c1cc2c(cc1N(C(=O)c1ccco1)C(C(=O)NC1CCCC1)c1ccccc1F)OCO2 (stereo not given)
7) CC(=O)N1N=C(c2ccco2)CC1c1ccco1 (stereo not given)
8) O=C(Nc1cccnc1)c1ccc([N+](=O)[O-])o1
Assay by compound | 1 | 2 | 3 | 4 | 5 | 6 | 7 | 8
A549 viability | 2% | 0% | ? | 6% | 6% | -9% | -6% | -3%
Akt phos inh | i | i | i | i | i | i | i | i
HepG2 tox | -2% | 4% | -7% | -18% | -9% | 9% | -82% | -83%
MmCpn inh | 1% | nt | -2% | -1% | -1% | -2% | 1% | -5%
CCT modulator | 2.1 | 1.4 | 0.2 | -0.2 | -4.7 | -26 | -0.4 | 1.7
Nrf2 ARE act | -0.5% | 1.8% | 2.7% | 2.3% | 14% | -0.4% | -0.1% | ?
TGFb SMAD3 inh | 2% | 54%[activator] | -5% | 3% | -11% | ? | 0% | ?
Abeta yeast res | 5% | -11% | 9% | 0% | -17% | -1% | 16% | -7%
Nrf2 inh | 0% | -16% | ? | 10% | 17% | 20% | 1% | ?

Down the list, quoted from above:
Nos. 1–7 in Akt phos inh read i, i, i, i, i, i, i
Nos. 1–7 in Abeta yeast res read 5%, -11%, 9%, 0%, -17%, -1%, 16%

A different layout for 2 compounds above.
nr	Molecule	A549 viability	Akt phos inh	HepG2 tox	MmCpn inh	CCT modulator	Nrf2 ARE act	TGFb SMAD3 inh	Abeta yeast res	Nrf2 inh
8	O=C(Nc1cccnc1)c1ccc([N+](=O)[O-])o1	-3%	i	-83%	-5%	1.7	?	?	-7%	?
7	CC(=O)N1N=C(c2ccco2)CC1c1ccco1 (stereo not given)	-6%	i	-82%	1%	-0.4	-0.1%	0%	16%	1%

Additional results
9) COc1ccc(C(=O)N2CCC3(CC2)NCCc2[nH]cnc23)cc1OC
10) O=C(c1cccs1)n1nc(-c2cccnc2)nc1NCc1ccco1
11) CCN(CC)S(=O)(=O)c1cccc(-c2nnc(SC(C)C#N)n2Cc2ccccc2)c1 (stereo not given)
12) CC1(C)Oc2ccc(C(=O)N3CCc4ccccc43)cc2N(CC(=O)N2CCCC2)C1=O
13) Cc1nc2ccc(NC3=NCCCCC3)cc2s1
14) Cc1noc2ncnc(N3CCCCC3)c12
15) Cc1cc(C)cc(NC(=O)CCc2c(C)nc3c4cccnc4nn3c2C)c1
16) O=C(CCn1c(=O)oc2ccccc21)Nc1ccc2c(c1)OCCO2
Assay by compound | 9 | 10 | 11 | 12 | 13 | 14 | 15 | 16
A549 viability | 0% | 1% | -1% | 0% | -2% | -1% | -10% | -1%
Akt phos inh | nt | i | i | i | i | i | nt | i
HepG2 tox | 1% | 19% | -17% | -21% | 2% | -1% | -3% | -10%
MmCpn inh | 0% | 1% | 1% | -2% | 2% | -2% | nt | -1%
CCT modulator | -3.8 | -0.1 | -3.6 | 0.0 | 0.7 | 1.4 | nt | 0.3
Nrf2 ARE act | -0.6% | 0.1% | -0.2% | -0.1% | -0.8% | -0.2% | -0.5% | 4.5%
TGFb SMAD3 inh | 9% | 0% | 0% | 2% | -6% | 2% | ? | -10%
Abeta yeast res | -11% | -4% | 11% | -5% | 3% | 0% | -14% | -1%
Nrf2 inh | -9% | 6% | -25% | -11% | -13% | -8% | ? | ?

17) COc1cc(CN(C(=O)COc2ccc(C)c(C)c2)c2ccccn2)cc(OC)c1OC
18) Cc1c(NC(=S)NC(NC(=O)CC(C)C)C(Cl)(Cl)Cl)c(=O)n(-c2ccccc2)n1C (stereo not given)
19) Cc1ccc(C2C(=O)N(C3CCC(C)CC3)CC(=O)N2C2CC2)cc1 (stereo not given)
20) O=C(CSc1nnnn1-c1ccc2c(c1)OCCO2)N1CCN(C(=O)c2ccco2)CC1
21) CN(CC(=O)O)S(=O)(=O)c1ccc(F)cc1
22) C[C@@H]1CN([C@H](C)CO)C(=O)CCCn2cc(nn2)CO[C@H]1CN(C)S(=O)(=O)c1ccc2ccccc2c1
23) Cc1ccc(N(Cc2cc3ccccc3[nH]c2=O)S(C)(=O)=O)cc1
24) Cn1c2[n+](c3ccc(Cl)cc3c1=O)Cc1ccccc1-2
Assay by compound | 17 | 18 | 19 | 20 | 21 | 22 | 23 | 24
A549 viability | -12% | 0% | 0% | 2% | 8% | nt | 2% | -4%
Akt phos inh | nt | i | i | i | i | i | i | i
HepG2 tox | -17% | 1% | -7% | -19% | 4% | -11% | -11% | 19%
MmCpn inh | nt | -1% | 0% | 4% | -1% | nt | -23% | -4%
CCT modulator | nt | 0.0 | -0.7 | 0.3 | 0.9 | -1.8 | 0.8 | -8.3
Nrf2 ARE act | 0.1% | -0.1% | -0.5% | 0.3% | 0.3% | -1.3% | 0.2% | 4.1%
TGFb SMAD3 inh | nt | ? | 5% | 5% | 10% | 9% | 11% | 8%
Abeta yeast res | -7% | 6% | -19% | -3% | -17% | 11% | -5% | 8%
Nrf2 inh | ? | 12% | -5% | -20% | 13% | nt | -1% | 6%

25) O=C(/C=C/c1ccc([N+](=O)[O-])cc1)NCCc1ccccc1
26) COC(=O)C1CCN(C(=O)COC(=O)CC(NC(C)=O)c2ccccc2)CC1 (stereo not given)
27) CC(C)CN(C(=O)CN1CCN(c2cccc(Cl)c2)CC1)c1c(N)n(CC(C)C)c(=O)[nH]c1=O
28) CCOC(=O)C1CCN(S(=O)(=O)c2ccc(Cl)cc2)CC1
29) Cc1ccc(S(=O)(=O)c2nnn3c2nc(N2CCOCC2)c2ccccc23)cc1C
30) COc1ccc(C(=O)NNC(=O)c2ccc(F)c(S(=O)(=O)N3CCOCC3)c2)cc1
31) O=C(COc1ccccc1)Nc1nnc(-c2ccccc2)o1
32) CCC(C)c1ccccc1NC(=O)Cc1coc2cc3c(cc12)CCC3 (stereo not given)
Assay by compound | 25 | 26 | 27 | 28 | 29 | 30 | 31 | 32
A549 viability | 8% | 0% | 2% | 6% | -1% | 5% | 0% | -2%
Akt phos inh | i | i | i | i | i | i | i | i
HepG2 tox | -4% | -9% | -1% | 0% | -17% | 2% | 1% | -4%
MmCpn inh | -1% | 0% | 0% | -1% | -6% | -13% | 2% | 2%
CCT modulator | -0.9 | 1.4 | 1.7 | 0.6 | -3.3 | 2.7 | 1.0 | 0.4
Nrf2 ARE act | 0.1% | 0.6% | -0.6% | -0.1% | -0.2% | -0.5% | -0.4% | 0.4%
TGFb SMAD3 inh | 9% | -1% | 16% | 0% | 5% | 14% | -1% | ?
Abeta yeast res | -18% | 2% | 6% | -9% | 2% | -15% | ? | 7%
Nrf2 inh | 9% | 16% | -6% | 6% | ? | 0% | 4% | -9%

33) CCOC(=O)CSc1ccccn1
34) Cc1ccccc1CNC(=O)C1CCC(=O)N(CC2CCCCC2)C1 (stereo not given)
35) O=C(CN1C(=O)c2ccccc2C1=O)N1CCN(c2ccccc2)CC1
36) C(=N\n1cnnc1)/c1ccc(N2CCOCC2)s1
37) CC1Cc2ccccc2N1C1=CC(=O)CCC1 (stereo not given)
38) Cc1ccc([C@H]2C[C@@H](n3cc(COC(=O)c4ccccc4)nn3)[C@H](O)CN2C(=O)c2cccs2)cc1
39) CN1C(=O)Cc2cc(S(=O)(=O)NCCc3ccc(Cl)cc3)ccc21
40) COCCOC(=O)c1nccnc1C(=O)Nc1ccc(S(=O)(=O)N2CCOCC2)cc1
41) Cc1ccc(-n2c(C)cc(/C=N/NC(=O)c3ccc(CN4CCOCC4)cc3)c2C)cc1
42) COc1ccc(-c2cn(-c3ccccc3)c3[n+]2CCS3)cc1
Assay by compound | 33 | 34 | 35 | 36 | 37 | 38 | 39 | 40 | 41 | 42
A549 viability | 0% | 1% | -2% | -17% | -1% | nt | 3%&6% | 2% | -7% | -12%&-13%
Akt phos inh | i | i | i | i | i | i | i | i | i | i
HepG2 tox | -1% | 0% | 15% | -2% | -10% | -38% | -17%&-37% | 9% | -11% | -16%&-4%
MmCpn inh | 1% | 1% | 0% | 0% | -1% | nt | 1% | -1% | -1% | -1%&0%
CCT modulator | -41* | -0.6 | -4.8 | -2.4 | -4.1 | 0.1 | -3.2 | 0.6 | -0.4 | 0.5&0.7
Nrf2 ARE act | -0.2% | -1.0% | 0.2% | 0.6% | 3.3% | 3.7% | -0.4%&0.3% | 0.0% | 2.1% | 2.0%&-0.5%
TGFb SMAD3 inh | 17% | 11% | 34%[activator] | 3% | ? | -5% | ? | -15% | -1% | ?
Abeta yeast res | -7% | 1% | 0%[9.22 µM] | 0% | -5% | -14% | 18%&-7% | -9% | 6% | -18%&3%
Nrf2 inh | 10% | 5% | nt | 16% | ? | nt | ? | 3% | ? | 2.6µM*
